Bioassay records deposited in PubChem BioAssay by several laboratories.
CHOP inh: blocks CHOP induction under ER stress; hit rate 3.8% among 220,000; AID 2732; inhibition, % at 10 µM; CHO-K1 CHOP-promoter luciferase, tunicamycin-induced, 15-18 h;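 active = compounds that reduced the stress-induced luciferase reporter signal by more than about 70% of percent inhibition, limit read from the data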;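 also: 0% = tunicamycin plus vehicle and 100% = wells without tunicamycin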
L929 necroptosis: blocks zVAD induced death of L929 cells; L929 zVAD necroptosis rescue, ATP luminescence, 24 h; with zVAD 60 µM; viability rescue, % at 10 µM; hit rate 0.38% among 220,000; AID 1377;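 active = activation, scaled between plate controls, above about 75%, limit read from the data; inactive = activation under that limit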;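 also: 0% = zVAD with DMSO and 100% = DMSO alone without zVAD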
Tb hexokinase: blocks Trypanosoma brucei hexokinase 1 activity; AID 1430; recombinant TbHK1, G6PDH-coupled NADH A340; inhibition, % at 10 µM; hit rate 0.11% among 220,000;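 active = inhibition of 50% or more in the single-dose primary screen; inactive = inhibition below 50%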
FXIIa inh 1536: factor XIIa (human) inhibition; P00748; inhibition, % at 5 µM; AID 800; purified FXIIa, Boc-QGR-AMC fluorogenic substrate, 2 h; hit rate 0.3% among 220,000; in the data active = inhibition above about 40%;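 also: 0% = enzyme with no compound and 100% = blank without enzyme; many of its hits are not listed in these tables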
Target sequence (P00748 20-372 limits assumed): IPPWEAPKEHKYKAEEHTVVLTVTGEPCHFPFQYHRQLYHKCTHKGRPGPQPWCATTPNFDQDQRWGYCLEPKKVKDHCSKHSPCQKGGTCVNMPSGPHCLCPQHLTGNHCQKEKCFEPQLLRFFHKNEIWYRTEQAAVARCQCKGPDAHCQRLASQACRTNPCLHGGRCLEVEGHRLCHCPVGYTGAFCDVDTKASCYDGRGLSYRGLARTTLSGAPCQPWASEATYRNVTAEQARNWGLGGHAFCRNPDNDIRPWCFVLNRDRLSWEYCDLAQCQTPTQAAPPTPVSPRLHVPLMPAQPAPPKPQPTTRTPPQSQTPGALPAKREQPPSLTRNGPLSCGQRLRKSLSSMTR
Target sequence (P00748 373-615 limits assumed): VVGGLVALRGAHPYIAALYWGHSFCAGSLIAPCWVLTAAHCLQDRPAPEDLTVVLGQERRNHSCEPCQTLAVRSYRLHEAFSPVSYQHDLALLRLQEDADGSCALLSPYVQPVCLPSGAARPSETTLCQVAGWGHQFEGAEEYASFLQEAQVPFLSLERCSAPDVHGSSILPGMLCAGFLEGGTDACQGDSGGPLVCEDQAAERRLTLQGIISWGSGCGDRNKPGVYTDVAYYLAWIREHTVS
PPC-1+TRAIL kill: compounds killing PPC-1 cancer cells with TRAIL present (potentiator screen, no TRAIL-free arm). PPC-1 cells + TRAIL, ATPLite viability luminescence. cell killing (% activity), % at 4 µM. AID 1443. hit rate 0.41% among 220,000;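 active = cell killing above 50% in the first pass at 4 µM, then a duplicate retest at 5 µM averaging 50% or more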;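 also: plate controls were cells with TRAIL plus DMSO for no effect and medium-only wells lacking cells for full effect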
Wee1 stabilizer: blocks degradation of human Wee1 kinase. P30291. HeLa Luc-Wee1K328M stability, luciferase luminescence; 100% = proteasome inhibitor MG132 effect. reporter increase, % at 5 µM. hit rate 1.2% among 220,000. AID 1321;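 active = activation above the mean of all tested compounds plus 3 SD, set per screening run, cut at about 8.8% in these data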;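 also: cells exposed to compound for 20 h before luminescence read; 0% = DMSO alone and 100% = MG132 at 30 µM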
FXIa inh 1536: blocks human coagulation factor XIa protease activity | purified FXIa, Boc-Glu-Ala-Arg-AMC fluorogenic substrate | inhibition, % at 5 µM | P03951 | hit rate 0.14% among 220,000;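 active = inhibition of at least 40%; inactive = inhibition below 40%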;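 also: fluorescence of freed AMC excited at 355 nm; 0% = enzyme without compound and 100% = no enzyme blank; many of its hits are not listed in these tables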
PGE2 EP2 inh: blocks the human prostaglandin E2 receptor EP2 | C6 glioma cells expressing human EP2, cAMP TR-FRET; cells stimulated with saturating PGE2 | inhibition, % at 25 µM | hit rate 0.52% among 260,000 | AID 1422;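 active = percent inhibition above 40 after rounding to a whole number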;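 also: rat C6 glioma host cells with rolipram phosphodiesterase inhibitor present; the protocol text gives 20 µM as final concentration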
Target sequence (P43116 whole entry, looked up): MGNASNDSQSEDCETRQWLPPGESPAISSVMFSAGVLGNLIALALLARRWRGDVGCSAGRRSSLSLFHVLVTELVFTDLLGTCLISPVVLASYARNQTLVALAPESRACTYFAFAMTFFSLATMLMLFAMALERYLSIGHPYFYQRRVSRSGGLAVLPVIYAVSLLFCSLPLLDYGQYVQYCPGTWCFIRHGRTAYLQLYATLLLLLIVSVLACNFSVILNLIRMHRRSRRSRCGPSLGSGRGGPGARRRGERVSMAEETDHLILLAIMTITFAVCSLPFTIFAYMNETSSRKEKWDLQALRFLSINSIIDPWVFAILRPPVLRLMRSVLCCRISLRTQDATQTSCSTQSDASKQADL
TNF necrop inh: blocks TNF-alpha induced death of Jurkat FADD-/- cells | Jurkat FADD-/- TNF necroptosis rescue, ATP luminescence, 24 h; 0 = TNF only, 100 = no-TNF cells | activation (protection from cell death), % at 10 µM | hit rate 0.068% among 220,000 | AID 463075;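 active = activation, meaning protection from cell death, of at least 50% relative to plate controls; inactive = activation below 50%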;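 also: necroptosis triggered by 40 ng/mL TNF-alpha added together with compound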
Numbers without * were called inactive; nt = not tested or not shown; & = joins results of further samples.

SMILES	CHOP inh	L929 necroptosis	Tb hexokinase	FXIIa inh 1536	PPC-1+TRAIL kill	Wee1 stabilizer	FXIa inh 1536	PGE2 EP2 inh	TNF necrop inh
COc1ccccc1NC(=O)c1c([N+](=O)[O-])c(C(C)(C)C)nn1C	21.1	0.0	-6.3	5.7	0.8	-0.4	1.1	9.4	0.9
COc1ccc(/C(=C/c2ccc(OC(F)F)c(OC)c2)C(=O)O)cc1OC	1.9	0.5	-6.3	0.6	18.2	-1.2	-5.1	4.1	1.4
CCOC(=O)N1CCC(Nc2c(N3CCN(c4cc(Cl)ccc4C)CC3)c(=O)c2=O)CC1	48.7	0.1	-26.1	4.6	7.5	-0.5	-5.7	12.7	-3.2
CCOc1ccccc1NC(=O)C1CCCN(C(=O)Nc2ccccc2)C1 (stereo not given)	12.6	-0.3	-2.2	6.8	33.6	1.6	3.2	1.1	2.1
c1ccc(Cn2nnnc2C(c2ccncc2)N2CCOCC2)cc1 (stereo not given)	28.6	0.5	4.0	11.1	5.1	-1.7	-13.7	-3.7&12.3	0.5
CCOc1ccc(Oc2nc(N(CC)CC)nc(N3CCOCC3)n2)nn1	-3.7	26.4	4.7	2.0	8.0	2.8	-2.1	7.1	-5.9
COc1ccc(-n2c(Cc3cccn3C)nnc2SCC(=O)NC2CCCC2)cc1	4.7	-1.5	-1.1	0.5	-12.2	-2.1	-7.7	1.9	1.7
Cc1ccc(-c2nn(CC(=O)NCCN3CCOCC3)c(=O)c3ccccc23)cc1	23.5	-0.3	-4.6	2.6	19.8	0.1	3.1	2.6	-1.5
Cc1ccc(-c2ccc(CCC(=O)O)n2-c2ccc(O)cc2)cc1	-3.8	0.2	-7.3	13.7	26.7	4.4	0.4	nt	0.4
Clc1ccc(-c2nc(-c3cnccn3)no2)cc1	7.2	-0.6	-9.2	15.6	25.3	0.9	5.7	4.9	-3.9

Single records (already shown).
CCOc1ccccc1NC(=O)C1CCCN(C(=O)Nc2ccccc2)C1 (stereo not given) is listed as CHOP inh = 12.6; L929 necroptosis = -0.3; Tb hexokinase = -2.2; FXIIa inh 1536 = 6.8; PPC-1+TRAIL kill = 33.6; Wee1 stabilizer = 1.6; FXIa inh 1536 = 3.2; PGE2 EP2 inh = 1.1; TNF necrop inh = 2.1
COc1ccc(/C(=C/c2ccc(OC(F)F)c(OC)c2)C(=O)O)cc1OC is listed as CHOP inh = 1.9; L929 necroptosis = 0.5; Tb hexokinase = -6.3; FXIIa inh 1536 = 0.6; PPC-1+TRAIL kill = 18.2; Wee1 stabilizer = -1.2; FXIa inh 1536 = -5.1; PGE2 EP2 inh = 4.1; TNF necrop inh = 1.4

Returning to the listing, starting 3 compounds before the break.
SMILES	CHOP inh	L929 necroptosis	Tb hexokinase	FXIIa inh 1536	PPC-1+TRAIL kill	Wee1 stabilizer	FXIa inh 1536	PGE2 EP2 inh	TNF necrop inh
Cc1ccc(-c2nn(CC(=O)NCCN3CCOCC3)c(=O)c3ccccc23)cc1	23.5	-0.3	-4.6	2.6	19.8	0.1	3.1	2.6	-1.5
Cc1ccc(-c2ccc(CCC(=O)O)n2-c2ccc(O)cc2)cc1	-3.8	0.2	-7.3	13.7	26.7	4.4	0.4	nt	0.4
Clc1ccc(-c2nc(-c3cnccn3)no2)cc1	7.2	-0.6	-9.2	15.6	25.3	0.9	5.7	4.9	-3.9
O=[N+]([O-])c1ccc(N/N=C/c2cccc(O)c2O)c(S(=O)(=O)N2CCOCC2)c1	-6.6	5.1	-3.1	4.4	16.4	0.2	-1.8	15.7	-3.1
CCNc1nc(NCC)n2c(SC(C(=O)Nc3cc(C)ccc3C)c3ccccc3)nnc2n1 (stereo not given)	7.0	0.5	1.1	-3.1	-4.7	4.5	1.7	5.4	0.6
NS(=O)(=O)c1cc2c(cc1C(F)(F)F)NCNS2(=O)=O	4.8	1.3	-9.0	8.6	37.1	-4.1	9.8	11.4&17.4	0.5
O/N=C1\CCCc2ccc3ccccc3c21	4.6	0.7	-8.7	-3.1	5.4	0.0	-5.3	8.3	3.4
O=C(O)C1C(c2ccccc2)C(C(=O)Oc2ccccc2)C1c1ccccc1 (stereo not given)	-10.7	0.1	-11.1	-10.9	-8.8	-2.4	-1.6	5.9	0.0
COc1cc(-c2nnc(SC(C)C(=O)Nc3c(C)n(C)n(-c4ccccc4)c3=O)o2)cc(OC)c1OC (stereo not given)	-5.7	0.3	-5.3	-6.2	-9.0	-2.4	-8.8	10.6	0.1
CC(C)CN1C(=O)NC(NS(=O)(=O)c2ccc(N)cc2)(C(F)(F)F)C1=O (stereo not given)	27.7	0.0	33.7	8.2	7.8	1.6	2.1	10.2	1.3
COC(=O)C1=C(C)N(c2ccc(Cl)cc2)/C(=C/c2cccs2)C1=O	-17.4	-1.7	-8.2	5.4	19.8	3.0	7.5	6.1	0.5
CCOC(=O)CCc1c(C)c2ccc(OCC)c(C)c2oc1=O	3.3	0.0	4.5	12.7	6.0	-1.4	-0.1	6.4	1.1
O=C(O)c1cc2c(ccc3ccccc32)oc1=O	-14.0	0.0	-5.4	-8.8	7.3	4.5	-18.5	4.0	-0.4
CCOC(=O)c1c(C)c(C(=O)NCc2ccccn2)c(C)n1C	-26.1	0.2	-0.7	0.2	7.7	-0.4	-6.0	8.2	-0.4
CCOC(=O)c1c(NC(=O)COc2ncnc3ccccc23)sc(C)c1C	39.5	1.4	-4.8	-0.4	8.8	4.0	1.8	3.7	2.5
O=[N+]([O-])c1cccnc1Oc1ccccc1F	6.0	-0.5	-6.5	7.3	27.9	-2.8	-4.6	2.6	-2.3
Cc1ccc(-c2nnc(N3CCN(C(=O)COc4ccccc4)CC3)c3ccccc23)cc1	34.2	1.5	-8.3	-2.4	26.0	0.2	2.3	6.2	-6.0
Cc1ccc(CSCC(=O)Nc2ccc3c(c2)OCO3)cc1	-15.3	-0.1	-0.4	26.2	15.7	0.2	16.7	7.6	5.8
C/C(=N\NC(=O)c1ccccc1[N+](=O)[O-])c1c(O)cc(C)oc1=O	1.0	0.5	-34.8	1.9	12.3	0.9	8.1	9.7	2.4
Cc1cc(N2CCCC(C(=O)Nc3cccc(Cl)c3)C2)n2ncnc2n1 (stereo not given)	13.7	1.2	-5.7	5.6	6.4	-3.1	1.4	12.4	-0.4
CCOc1ccc(N(CC(=O)Nc2nccs2)S(=O)(=O)c2c(C)[nH]c(=O)[nH]c2=O)cc1	-0.2	4.1	2.4	11.2	3.5	-0.3	-0.2	2.9	0.2
Cc1cc(S(=O)(=O)N2CCCOC2CNC(=O)C(=O)NCc2ccco2)ccc1F (stereo not given)	-3.3	0.9	-4.0	5.4	0.7	1.5	-6.0	3.7	0.4
Cc1ccc(S(=O)(=O)NCCCOC(=O)Nc2ccncc2)cc1	10.1	0.0	-0.2	11.9	9.8	4.6	0.7	12.8	-2.4
COc1ccccc1-n1cnnc1SCC(=O)Nc1cc(C(C)(C)C)nn1-c1ccccc1	49.6	105.3*	-7.8	-10.9	-15.5	0.4	-9.5	6.5	6.8
O=C(CC1C(=O)NC2CCCCC2N1C(=O)c1ccc([N+](=O)[O-])cc1)Nc1ccccc1 (stereo not given)	-1.5	-0.4	-5.1	3.5	10.9	-1.4	-5.6	7.8	-0.5
O=C(CCn1cccc1)Nc1nccs1	4.1	1.8	-0.3	20.2	-2.6	-0.6	8.0	11.0	0.0
COc1ccc(-c2nnn3c2nc(NCc2ccccc2)c2ccccc23)cc1	-2.0	1.0	-1.4	1.1	2.8	-0.5	-3.5	12.3	-0.5
Cc1cc(C)nc(SCC(=O)N2CCOCC2)n1	34.2	-0.3	2.7	15.3	-7.1	-2.8	9.8	-0.1	0.7
CCOc1ccc(S(=O)(=O)N2c3ccccc3CC2C)cc1 (stereo not given)	nt	-1.7	29.5	4.1	11.8	1.2	-6.2	8.4	-15.9
COCCOC(=O)C1=C(C)NC(=O)NC1c1c(Cl)nc2ccccn2c1=O (stereo not given)	-7.9	0.5	-26.8	5.7	7.7	-1.4	17.0	8.9	0.6
CC1=NN(c2ccccc2)C(=O)/C1=C/C=C/c1ccccc1	6.7	-0.1	-0.7	14.2	17.0	-0.8	11.8	8.0	-9.5
CC(NC(=O)CSc1nc2c(c(C(F)(F)F)n1)CCc1ccccc1-2)c1ccccc1 (stereo not given)	37.8	1.0	-2.3	10.3	11.5	3.9	3.8	12.3&6.6	-2.0
CCOc1ccc(C(=O)Nc2cc(C)c3c(=O)oc4ccccc4c3n2)cc1	-4.3	0.7	-32.2	8.4	15.9	0.3	-3.5	17.6	1.3
CS(=O)(=O)NCCOc1ccc(S(=O)(=O)N2CCCc3ccccc32)cc1	28.1	-1.0	3.4	17.3	-1.5	-0.3	1.4	-2.5	1.7
Cn1ccnc1SCC(=O)Nc1cccc(C(F)(F)F)c1	39.6	2.3	0.9	5.9	11.4	4.3	-3.5	2.6	1.1
COc1cccc(/C=N/N2CCN(C)CC2)c1	2.3	0.6	-0.5	7.5	16.7	-2.5	9.8	3.1	1.8
CCOC(=O)C1C(=O)NC(c2ccccc2)=NC1c1ccccc1 (stereo not given)	27.8	0.4	2.5	-6.5	8.4	-1.1	-5.1	7.5	-3.0
Cc1cc(Oc2ccc(=O)n(C)n2)nc(=S)[nH]1	15.0	0.0	0.3	11.2	-1.8	-1.2	-13.4	4.5	-0.2
COc1cccc(C2=NOC(C(=O)Nc3cc(C)on3)C2)c1OC (stereo not given)	-17.7	-0.5	-7.7	14.0	21.7	5.9	4.3	5.8	0.1
COc1ccccc1OCC(=O)NNC(=O)c1cnccn1	17.2	0.1	-3.6	-3.7	11.8	-3.9	-12.0	nt	-3.1
O=C(Nc1ccc(Cl)c(Cl)c1)c1csc(-c2ccccc2)n1	4.3	0.1	-4.7	2.7	2.4	-0.9	-6.9	nt	-1.8
Cc1cc(-n2c(C)cc(C(=O)CSc3nc4ccccc4c(=O)n3Cc3ccco3)c2C)no1	-0.5	-0.4	-6.5	12.6	13.6	-0.2	-2.8	4.6	0.5
O=C(CCl)NCc1c(Cl)cccc1-n1cccc1	17.4	5.7	3.6	4.2	-5.3	-1.5	-3.6	4.5	31.1
CCC1(C)Cc2ccccc2C(Nc2c(C)n(C)n(-c3ccccc3)c2=O)=N1 (stereo not given)	19.4	1.1	-9.1	12.6	12.5	-2.7	0.3	15.8	-0.5
COc1ccc(N2C(=O)C3CCCN3C2c2cccc(C)c2)cc1Cl (stereo not given)	-30.7	0.8	-9.2	5.8	12.8	2.3	0.7	7.6	0.3
COc1ccc(OCC(O)Cn2c(Nc3cccc(C)c3)nc3c2c(=O)n(C)c(=O)n3C)cc1 (stereo not given)	20.2	nt	3.1	18.5	-15.0	0.7	11.7	3.4	-0.2
CCOCCCNC1=C(Cl)C(=O)c2ccccc2C1=O	-13.5	-0.2	0.5	2.0	6.9	2.1	0.0	7.7	-5.1
COc1ccc(OC)c(NC(=O)c2cccc(Cn3cc(Br)c([N+](=O)[O-])n3)c2)c1	2.1	0.0	-1.3	8.1	17.8	0.8	9.9	3.3	6.3
COc1ccccc1N1CCN(C(=O)c2ccc(CN3CCOCC3)cc2)CC1	12.3	-0.6	-3.7	8.1	35.1	-0.5	-1.0	4.3	-0.1
CC(C)(C)NC(=O)NCCc1ccccc1	3.5	0.7	-6.1	0.8	0.7	13.0*	-6.9	1.7	6.3
CN(c1ccccc1C(=O)N1CCc2ccccc2C1)S(C)(=O)=O	8.3	-0.3	2.6	8.5	-0.7	-2.3	-5.2	-0.7	-0.5
Cn1c(=O)c2c(nc(CN3CCC(C(N)=O)CC3)n2Cc2c(Cl)cccc2Cl)n(C)c1=O	-18.1	-0.1	-2.4	19.6	20.0	2.5	5.6	6.0	-1.1
CC(Nc1ccccc1)c1ccncc1 (stereo not given)	-0.8	8.8	-7.6	10.1	4.4	-0.6	-0.5	8.0&5.8	15.9

A portion of the library; count on the stated rates, not on these rows.
